Compound activity from PubChem BioAssay.
CYP2C19 inhib = inhibitors of human CYP2C19 | P33261 | CYP2C19 Supersomes, luciferin-H EGE luminescence, 30 min | inhibition, % at 5 µM | 96,000 compounds, 21% hits;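 active means CYP2C19 inhibition above a set limit at 5 µM in the primary screen, cut at about 50% in these data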;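 further: plate controls were negative control wells for no effect and 2.5 mM tranylcypromine positive control for full effect; values of inactives mirror those of a sister screen read the other way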
Target sequence (P33261 whole entry, looked up): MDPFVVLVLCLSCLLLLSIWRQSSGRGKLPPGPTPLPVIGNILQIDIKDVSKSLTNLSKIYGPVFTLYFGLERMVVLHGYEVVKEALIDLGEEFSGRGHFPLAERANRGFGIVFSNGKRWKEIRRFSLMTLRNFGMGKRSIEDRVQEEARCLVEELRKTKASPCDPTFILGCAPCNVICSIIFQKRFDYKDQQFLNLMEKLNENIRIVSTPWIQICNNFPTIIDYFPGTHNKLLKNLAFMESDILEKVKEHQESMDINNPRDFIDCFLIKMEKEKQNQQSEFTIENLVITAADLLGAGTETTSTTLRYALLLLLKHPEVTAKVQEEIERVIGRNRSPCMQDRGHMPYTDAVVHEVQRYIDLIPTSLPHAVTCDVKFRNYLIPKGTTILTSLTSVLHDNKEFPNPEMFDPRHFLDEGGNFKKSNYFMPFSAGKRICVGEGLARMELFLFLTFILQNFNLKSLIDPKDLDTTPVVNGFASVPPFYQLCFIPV
PostGolgi ctrl = yeast control strain growth, post-Golgi counter-screen; efflux-deficient yeast background strain, growth absorbance A615, 16 h; inhibition, % at 10 µM; 98,000 compounds, 5% hits; AID 738
S1P2 agonist = S1P2 (human) receptor agonism; S1P2-expressing cell line, agonist reporter read-out; activation, % at 4.5 µM; 97,000 compounds, 0.46% hits; in the data active means activation above about 16%;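 further: 0% = vehicle low control and 100% = maximal reference agonist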
S1P2 antag = blocks the human S1P2 receptor; 97,000 compounds, 0.21% hits; AID 736; inhibition, % at 5 µM; cell-based S1P2 antagonist assay, inhibition at 5 uM; in the data active means inhibition above about 45%;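 further: CRE beta-lactamase reporter cells expressing human S1P2 stimulated with S1P; 0% = agonist at EC80 alone and 100% = agonist plus reference antagonist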
sEH inh = inhibitors of human soluble epoxide hydrolase | 91,000 compounds, 0.34% hits | recombinant human sEH enzymatic activity assay | P34913 | AID 707 | inhibition, % at 2 µM; in the data active means inhibition above about 80%; further: values of inactives mirror those of a sister screen read the other way; many of its hits are not listed in these tables
Target sequence (P34913 whole entry, looked up): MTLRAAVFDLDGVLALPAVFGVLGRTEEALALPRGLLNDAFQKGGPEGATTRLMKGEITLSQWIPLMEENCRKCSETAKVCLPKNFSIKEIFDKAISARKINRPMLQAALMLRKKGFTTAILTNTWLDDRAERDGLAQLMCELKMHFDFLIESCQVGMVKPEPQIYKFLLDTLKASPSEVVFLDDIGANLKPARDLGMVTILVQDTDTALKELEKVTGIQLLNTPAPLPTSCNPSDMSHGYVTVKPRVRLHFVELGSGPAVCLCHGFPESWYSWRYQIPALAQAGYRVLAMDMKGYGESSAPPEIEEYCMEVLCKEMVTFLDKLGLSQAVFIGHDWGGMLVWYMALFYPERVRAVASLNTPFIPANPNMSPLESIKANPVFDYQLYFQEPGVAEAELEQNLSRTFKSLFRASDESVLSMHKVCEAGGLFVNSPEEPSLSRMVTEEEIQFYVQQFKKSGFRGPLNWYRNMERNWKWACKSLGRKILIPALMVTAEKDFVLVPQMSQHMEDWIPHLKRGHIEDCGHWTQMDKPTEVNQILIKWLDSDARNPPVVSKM
hDAT+cocaine = changed human dopamine transporter uptake under cocaine IC80; Q01959; LLC-PK1 hDAT cells, [14C]-dopamine uptake with cocaine IC80; actives deviate in either direction; B-score at 10 µM; 110,000 compounds, 1.3% hits; AID 449768;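 active means Z score or B-score, a plate-position-corrected score, falls beyond the plate's 99.7% confidence bounds, in either direction; inactive means both scores lie inside the 99.7% bounds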;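 further: scored against the spread of the other compound wells on the same plate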
CYP2C19 act = increases human CYP2C19 enzyme activity; P33261; recombinant CYP2C19, luciferin-H EGE luminescence; hits give high values; 0 = fully inhibited enzyme, 1 = untreated enzyme; activation factor at 5 µM; 96,000 tested, under 10 active;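 active means activation factor of at least 2 at 5 µM in the primary screen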;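 further: 0 = wells with 2.5 mM tranylcypromine and 1 = vehicle-only wells; values of inactives mirror those of a sister screen read the other way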
PostGolgi yeast = growth inhibition of a yeast mutant, post-Golgi transport screen; post-Golgi transport phenotypic cell assay; inhibition, % at 10 µM; 98,000 compounds, 0.9% hits;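 further: yeast cells grown in 1536-well plates; yeast grown about 18 h at 30C before absorbance read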
sEH act = increases human soluble epoxide hydrolase activity; P34913; purified human sEH enzymatic activity, activator screen; activation, % at 2 µM; 91,000 compounds, 0.04% hits; AID 717; in the data active means activation above about 37%; further: values of inactives mirror those of a sister screen read the other way
Active calls of the source: *; . = no result given. Unless noted, no stated cut-off is given here; in the data, active means inhibition above about 30%; inactive means the rest.

SMILES	CYP2C19 inhib	PostGolgi ctrl	S1P2 agonist	S1P2 antag	sEH inh	hDAT+cocaine	CYP2C19 act	PostGolgi yeast	sEH act
Cc1ccc(SCCNS(=O)(=O)c2ccc(F)cc2)cc1	96*	48*	-2	2	0	1.1	0	-4	-1
CCCC(=O)Nc1ccc(NC(=O)c2ccccc2OC)cn1	51*	0	-4	1	.	-0.17	0.5	-4	.
CC(Oc1ccc(Cl)cc1Cl)C(=O)Nc1ccc(N2CCN(C)CC2)cc1 (centres undefined)	24	3	-4	-19	-7	1.3	0.8	5	6
O=C(NCCCNC(=O)c1cccs1)c1cccs1	27	20	-2	-2	.	-0.42	0.7	2	.
COc1ccc(NC(=O)c2cc(-c3ccc(OC)c(OC)c3)on2)cc1OC	3	4	0	9	-5	.	1	-3	7
CC(C)Oc1ccc(C2CC(=O)N(c3ccccc3)C2=O)cc1 (centres undefined)	4	-1	-2	2	-6	-0.25	1	-7	5
Cc1c(C(=O)NC2CCCCC2)oc2c1C(=O)CC(C)(C)C2	16	-3	-5	-1	2	-0.58	0.8	-1	-1
Cc1ccccc1CNS(=O)(=O)c1ccc2c(c1)OCCO2	.	.	-8	10	-7	-0.41	.	.	8
O=C(c1cc2ccccn2n1)N1CCCC1	-6	8	-1	-26	-2	.	1.1	-4	4
CCn1c(=O)cc(SCC(=O)N2CCN(c3ccccc3OC)CC2)c2ccccc21	43	2	-9	17	-7	-0.49	0.6	-7	5
CC(C)=CC(=O)Nc1ccccc1Br	12	30	-6	-13	5	-0.048	0.9	7	-2
CCCCOC(=O)CCNc1n[nH]c(=O)[nH]c1=O	1	-5	.	.	.	0.064	1	4	.
O=C(NCCc1ccc(Cl)cc1)C1CCC(=O)N1Cc1ccccc1Cl (centres undefined)	36	11	-7	7	7	0.87	0.6	-8	-4
COCC(C)NC(=O)c1cc(-c2ccccc2OC)on1 (centres undefined)	-1	2	-4	2	24	0.43	1	0	-23
Cc1cc(C)n2c(SCCN3C(=O)c4ccccc4C3=O)nnc2n1	.	.	-6	-11	7	-0.058	.	.	-8
Cc1ccccc1N(CC(=O)NCCc1ccccc1)C(=O)c1ccc(N2CCCC2)nc1	57*	4	-4	10	8	1.1	0.4	-4	-10
O=C(Nc1ccccc1C(F)(F)F)C1CC(=O)N(c2ccccc2F)C1 (centres undefined)	16	7	-2	-11	6	0.35	0.8	-4	-5
CCOC(=O)c1sc2nccc(N(C)C)c2c1N=CNOC	6	1	-3	3	0	-0.12	0.9	-2	0
O=C(CNC(=O)c1ccccc1F)OC(C(=O)Nc1cc(C(F)(F)F)ccc1Cl)c1ccccc1 (centres undefined)	16	11	-1	2	6	0.085	0.8	14	-7
NC(=O)CSc1nc2c(sc3ccccc32)c(=O)n1CCCN1CCOCC1	16	0	-1	5	9	0.33	0.8	1	-9
Cc1ccc(N(C(=O)c2csnn2)C(C(=O)NC(C)(C)C)c2cccs2)cc1 (centres undefined)	77*	2	-5	-11	3	-1.1	0.2	4	0
O=C(COc1ccc(=O)n(-c2ccccc2)n1)Nc1ccccc1	10	11	-2	11	-3	-0.25	0.9	-5	3
COc1ccc(C(=O)Nc2nc3cc(OC)c(OC)cc3c(=O)[nH]2)cc1	-10	3	-9	-7	0	-0.95	1.1	20	4
Clc1ccc(Oc2nc(Oc3ccc(Cl)cc3)nc(N3CCOCC3)n2)cc1	15	-1	-4	9	2	0.69	0.9	3	-4
CCc1nnc(NC(=O)CSc2nnc(CNc3cccc(C)c3)n2-c2ccccc2)s1	51*	-4	-6	17	-9	0.017	0.5	4	9
CCOCCCNC(=O)c1ccc(OC(C)=O)cc1	-10	0	-1	0	-2	0.13	1.1	2	0
O=C(c1ccco1)N1CCN(C(c2ccccc2F)c2nnnn2CC2CCCO2)CC1 (centres undefined)	24	14	-10	3	-5	-0.053	0.8	23	4
CC(C)C(=O)Nc1ccc(NC(=O)c2ccco2)cn1	10	1	.	.	.	-0.024	0.9	-2	.
CCCCNC(=O)CCn1c(=O)c2ccccc2n(CC(=O)Nc2ccccc2OCC)c1=O	40	3	-2	38	.	-0.57	0.6	4	.
COc1ccc2oc(=O)c(C(=O)N3CCN(c4ccc(F)cc4)CC3)cc2c1	.	13	-1	8	8	1.1	.	8	-7
CCOC(=O)c1cnn(-c2ccc(Cl)cc2)c1C1CCN(C(=O)OC(C)(C)C)CC1	89*	24	-2	0	-3	2	0.1	-2	0
CC(C)(CO)NCc1cc(Br)ccc1OCc1ccccc1	44	9	-5	15	-4	-1.1	0.6	3	6
Cc1ccc(C)c(NC2=NCC(=O)N2c2ccc3c(c2)OCCO3)c1	.	.	-4	0	-4	-0.0067	.	.	5
O=C(COc1ccccc1Cl)NCCCN1CCOCC1	57*	16	-10	-5	2	-0.0082	0.4	6	0
CCn1cc(C(=O)NCc2cccs2)c(=O)c2ccc(C)nc21	15	12	7	-9	-7	2.9*	0.9	-2	6
CCn1c(-c2c[nH]c3ccccc23)n[nH]c1=S	47	0	-6	-33	-4	0.22	0.5	40*	6
Cc1cccc(-c2noc(CN(C(=O)c3ccc(Br)o3)C(C)C)n2)c1	46	33*	-2	-1	14	1.8*	0.5	-2	-11
COC(=O)[C@H](CCSC)NC(=O)NCCC1=CCCCC1	45	10	0	7	19	-0.19	0.5	0	-18
COc1ccc(Cc2c[nH]c(=O)[nH]c2=O)cc1	19	0	-4	-18	4	-0.55	0.8	8	-4
CCN1CCN(C(=O)C2c3cc(OC)c(OC)cc3C(=O)N3CCc4ccccc4C23)CC1 (centres undefined)	5	8	-1	-14	.	-0.29	0.9	8	.
CCC(C(=O)O)n1nnc(-c2ccc(-c3ccc(OC)cc3)cc2)n1 (centres undefined)	0	4	-10	17	-7	-0.63	1	4	6
Cc1cccc(C)c1OCCCCn1cnc2ccccc2c1=O	19	15	-6	9	14	1.5	0.8	5	-12
CC1CCN(C(=O)C2CCC(CNS(=O)(=O)c3cccc4cccnc34)CC2)CC1 (centres undefined)	-2	-3	-5	-5	14	.	1	-9	-15
CCOc1cc(/C=C(\C#N)c2[nH]nc(N)c2C#N)ccc1O	60*	4	-4	-36	-11	-0.83	0.4	-4	8
COc1ccc(S(=O)(=O)N2CCN(c3nc4ccccc4nc3-n3nc(C)cc3C)CC2)cc1	14	11	1	3	7	1.7	0.9	0	-9
Cc1ccccc1OCC(=O)Nc1ccccc1CO	72*	24	-8	14	-4	0.15	0.3	7	5
Cc1ccc(-c2nn(C(C)(C)C)c3ncnc(N)c23)cc1	38	52*	2	5	-4	0.088	0.6	-5	2
C=CCC(NCc1ccco1)c1ccc(OC)cc1OC (centres undefined)	27	-4	-4	-5	-6	1.4	0.7	-3	6
CC(C)COC(=O)c1ccc(NC(=O)C2C3C=CC(C3)C2C(=O)O)cc1 (centres undefined)	54*	10	-7	8	0	-0.11	0.5	3	0
CCCOc1ccc(C(=O)NCCO)cc1	-6	6	-1	7	0	0.022	1.1	-3	0
COc1ccc(S(=O)(=O)N2CCC(C)CC2)cc1Br	71*	17	-4	-7	0	1.5	0.3	-4	1
Cn1c(=O)c2[nH]c(CN3CCN(Cc4ccccc4)CC3)nc2n(C)c1=O	-14	-14	1	-28	-6	-1	1.1	-2	8
O=C(Nc1ccc2c(c1)OCO2)C1CCCN(S(=O)(=O)Cc2ccccc2)C1 (centres undefined)	14	42*	-2	-15	38	-1.6	0.9	-4	-38
CSc1oc(-c2ccc(F)cc2)nc1S(=O)(=O)c1ccc(F)cc1	-12	12	-7	-5	6	0.1	1.1	1	-3
CCOC(=O)/C=c1\s/c(=C(\C#N)C(=O)OCC)n(-c2ccccc2)c1=O	.	3	-3	6	-4	1.6	.	-2	5
C/C(Cl)=C/Cn1c(SCc2ccc(Cl)cc2)nc2c1c(=O)[nH]c(=O)n2C	26	11	1	-19	-2	0.62	0.7	-3	0
CCc1ccc(C(C)NC(=O)C2(C)CC2(Br)Br)cc1 (centres undefined)	90*	-3	-3	10	-2	-0.039	0.1	-5	6
CNC(=O)c1cc2cc(Cl)cc(OC)c2oc1=O	.	.	-7	-8	10	0.46	.	.	-8
O=C(NC1CCCCCC1)c1cc2n(n1)C(C(F)(F)F)CC(c1ccco1)N2 (centres undefined)	12	5	-4	-13	.	0.29	0.9	-20	.
CCCn1nc([N+](=O)[O-])c(C(C#N)c2nc3ccccc3s2)c(Cl)c1=O (centres undefined)	5	55*	-4	8	-3	-1.8	1	100*	5

(list continues)
SMILES	CYP2C19 inhib	PostGolgi ctrl	S1P2 agonist	S1P2 antag	sEH inh	hDAT+cocaine	CYP2C19 act	PostGolgi yeast	sEH act
Cc1ccc(/C=N/n2cnnc2)s1	16	3	-5	5	-13	0.76	0.8	8	16
COc1ccc(C(C(=O)NC(C)(C)C)N(Cc2ccco2)C(=O)CCC(=O)Nc2cc(C)on2)cc1 (centres undefined)	38	18	-2	-33	-17	2	0.6	0	16
O=c1c2c3n(c(=O)nc2[nH]n1-c1ccccc1)CCCCC3	1	1	-2	-9	2	2	1	-4	1
COc1ccc(C2Nc3ccccc3C(=O)N2O)cc1OC (centres undefined)	23	28	-3	-4	-16	.	0.8	0	14
COc1ccc(Cl)cc1N(C)C(=O)CCc1nc(-c2ccc(C)cc2)no1	92*	33*	-4	10	4	-0.044	0.1	-3	0
O=C(N/C=N/OCc1ccc(Cl)cc1Cl)NOCc1c(Cl)cccc1Cl	-15	7	0	-20	7	-0.87	1.1	5	-6
N#Cc1c2c(c(NCc3ccco3)n3c1nc1ccccc13)CCC2	-5	4	-3	-12	-19	-1	1.1	-2	19
CCn1c2ccccc2c2cc(/C=N/n3c(C)nnc3C)ccc21	7	7	-1	-28	5	1.1	0.9	-1	-5
Cc1nc([N+](=O)[O-])c(N2CCN(Cc3ccccc3)CC2)n1Cc1ccccc1	54*	12	-9	-3	0	0.31	0.5	-5	2
CCOC(=O)CN1CC23C=CC(O2)C(C(=O)Nc2cc(OC)ccc2OC)C3C1=O (centres undefined)	-18	1	.	.	.	-0.58	1.2	-5	.
Cc1cc(C(=O)Nc2ccc(S(=O)(=O)Nc3nccs3)cc2)c(C)o1	-12	-1	-5	-22	3	-0.48	1.1	-2	-2
CC1CC/C(=C\c2ccc3c(c2)OCO3)C(=O)/C1=C/c1ccc2c(c1)OCO2 (centres undefined)	44	22	-3	4	-11	-0.62	0.6	-3	10
C=CCNc1sc(C(=O)c2ccc(C)cc2)c(N)c1C#N	23	22	-1	-43	-3	0.042	0.8	-12	3
C1=C(CCNC2=NCCCCC2)CCCC1	12	32*	0	4	-8	-0.68	0.9	-2	12
CCOc1ccc(N2C(=O)CC(/C=C3/N(C)c4ccccc4C3(C)C)C2=O)cc1 (centres undefined)	11	5	-7	-15	-4	.	0.9	10	6
CCN(CC)c1ccc(/C=N/NC(=O)OC)c(O)c1	19	7	0	-7	6	-0.077	0.8	-3	-5
CCn1c(C)cc2c(c1=O)C(c1ccc3c(c1)OCO3)C(C#N)=C(N)O2 (centres undefined)	11	8	-6	-6	7	-0.61	0.9	-4	-4

Complete entries from above. Screens in order: CYP2C19 inhib	PostGolgi ctrl	S1P2 agonist	S1P2 antag	sEH inh	hDAT+cocaine	CYP2C19 act	PostGolgi yeast	sEH act
Cc1nc([N+](=O)[O-])c(N2CCN(Cc3ccccc3)CC2)n1Cc1ccccc1 across the screens: 54*	12	-9	-3	0	0.31	0.5	-5	2
CCOC(=O)CN1CC23C=CC(O2)C(C(=O)Nc2cc(OC)ccc2OC)C3C1=O (centres undefined) across the screens: -18	1	.	.	.	-0.58	1.2	-5	.
C=CCNc1sc(C(=O)c2ccc(C)cc2)c(N)c1C#N across the screens: 23	22	-1	-43	-3	0.042	0.8	-12	3
COc1ccc(C(C(=O)NC(C)(C)C)N(Cc2ccco2)C(=O)CCC(=O)Nc2cc(C)on2)cc1 (centres undefined) across the screens: 38	18	-2	-33	-17	2	0.6	0	16
